AmpC det inh – AmpC beta-lactamase inhibition, detergent assay. P00811. purified AmpC, nitrocefin hydrolysis with detergent. Potency, µM (top dose mostly 28.7 µM), inactives show top-dose activity change, negative = inhibition. 71,000 tested, 0.09% active. AID 584; active means well fitted curve in the direction sought with a large enough effect
Target sequence (P00811 whole entry, looked up): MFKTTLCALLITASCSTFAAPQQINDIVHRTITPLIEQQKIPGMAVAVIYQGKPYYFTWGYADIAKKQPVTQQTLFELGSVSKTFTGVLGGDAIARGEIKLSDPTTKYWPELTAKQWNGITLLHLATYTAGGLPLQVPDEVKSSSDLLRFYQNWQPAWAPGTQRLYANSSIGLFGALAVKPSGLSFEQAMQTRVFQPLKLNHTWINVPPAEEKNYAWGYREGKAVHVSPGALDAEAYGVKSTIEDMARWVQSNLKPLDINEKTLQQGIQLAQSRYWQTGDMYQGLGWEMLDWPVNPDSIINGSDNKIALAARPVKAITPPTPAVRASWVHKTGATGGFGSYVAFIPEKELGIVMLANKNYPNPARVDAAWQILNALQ
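E. coli AmpC (5.3 nM) in 20 mM phosphate pH 7.0 with 0.01% Triton X-100, preincubated 15 min RT with compound; nitrocefin (2 uL of 800 uM stock) hydrolysis followed by 480 nm absorbance every 20 s over 4 min.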
Starred values were filed as active, the others as inactive; & = joins results of further samples; [ ] = remark or other dose. On the % scale 0 is the no-effect control and ±100 the full control effect; potency means the concentration at half of the fitted maximal effect.

A first look, seven compounds:
Compound,AmpC det inh
Cc1nn(C)c(C)c1S(=O)(=O)N(CC(=O)NCc1cccs1)c1ccc(C(C)C)cc1,9%
COC(=O)c1c(C(=O)OC)c(C)n(Cc2ccco2)c1C,0%
CCOc1ccc2nc(N3CCC(C(=O)N4CCN(C(=O)c5ccco5)CC4)CC3)sc2c1,5%
COc1ccc(Cc2nnc(SCC(=O)NCCc3ccccc3)o2)cc1,-1%
CCOc1ccc(C(=O)N(C)C2CCS(=O)(=O)C2)cc1 (configuration not stated),-3%
COc1cccc(Cn2c(=O)c(-c3ccc(Cl)cc3)nc3cnc(N4CCOCC4)nc32)c1,-2%
O=C(NCC1CCCO1)C1c2ccccc2C(=O)N1C1CCCCCC1 (configuration not stated),1%

Results, previewed entries included:
Compound,AmpC det inh
Cc1nn(C)c(C)c1S(=O)(=O)N(CC(=O)NCc1cccs1)c1ccc(C(C)C)cc1,9%
COC(=O)c1c(C(=O)OC)c(C)n(Cc2ccco2)c1C,0%
CCOc1ccc2nc(N3CCC(C(=O)N4CCN(C(=O)c5ccco5)CC4)CC3)sc2c1,5%
COc1ccc(Cc2nnc(SCC(=O)NCCc3ccccc3)o2)cc1,-1%
CCOc1ccc(C(=O)N(C)C2CCS(=O)(=O)C2)cc1 (configuration not stated),-3%
COc1cccc(Cn2c(=O)c(-c3ccc(Cl)cc3)nc3cnc(N4CCOCC4)nc32)c1,-2%
O=C(NCC1CCCO1)C1c2ccccc2C(=O)N1C1CCCCCC1 (configuration not stated),1%
CCOc1ccc(-n2cc(C(=O)Nc3cccc(C)n3)c3cc(OC)c(OC)cc3c2=O)cc1,-6%
Cc1cnc(CNc2cc(-c3ccccc3Cl)ncn2)cn1,10%
CCOC(=O)CCNC(C)C1COc2ccccc2O1 (configuration not stated),-3%
COc1ccc(C(=O)Oc2c(C)occc2=O)cc1OC,0%
COc1cc2c(cc1OC)[C@H](C)NCC2,-1%
O=S(=O)(c1ccccc1)N1CCC[C@@]2(CCN(Cc3ccccc3)C2)C1,1%
COc1ccc(S(=O)(=O)Nc2cc(C(C)C)c(O)cc2C)cc1,-3%
CCCCn1c(=O)c(C(=O)NCc2ccncc2)c(O)c2ccccc21,2%
CCCCS(=O)CC(COCc1ccccc1)OC(=O)CSc1nc(C)cc(C)n1 (configuration not stated),-1%
CC(=O)CSc1ncnc2nc[nH]c12,-4%
CCC1CCCCN1CCCNC(=O)C1CCC(=O)N1Cc1ccc(C)cc1 (configuration not stated),-2%
Cc1cc(NC(=O)c2ccc(COc3ccc(Cl)c(C)c3)o2)no1,-3%
CC1(C)CC(N(Cc2cccs2)C(=O)c2ccco2)CCO1 (configuration not stated),-2%
COc1ccc(CCNC(=O)c2ccco2)cc1,-2%
Cc1ccc(C)c(N(C(=O)Cn2nnc3ccccc32)C(C(=O)NCc2ccco2)c2ccncc2)c1 (configuration not stated),3%
O=C(c1ccccc1F)N1CCN(CC2CC3C=CC2C3)CC1 (configuration not stated),6%
O=C1Nc2ccccc2C12OCC(COc1ccc(Cl)cc1)O2 (configuration not stated),-4%
CCOC(=O)C1=C(CNC2CCCCC2)NC(=O)NC1c1cc(C)ccc1C (configuration not stated),-9%
CC(C)CNS(=O)(=O)c1ccc(CCC(=O)NCC2CCCO2)cc1 (configuration not stated),-4%
COC(=O)c1ccc(Oc2cc(C)nc(-n3nc(C)cc3C)n2)cc1,16%
COCCCNc1nc2c(c(=O)[nH]c(=O)n2C)n1CC(O)COc1ccccc1C (configuration not stated),13%
CCOC(=O)C1=C(C)NC(=O)NC1C1CC=CCC1 (configuration not stated),-4%
Cc1cccc(NCc2nc(-c3ccccc3)no2)c1,10%
COC(=O)[C@@H]1CCCN1C(=O)[C@H]1C[C@@H]1[C@H](NC(=O)OCc1ccccc1)c1ccccc1,16%
Cn1cccc1Cc1nnc(SCC(=O)Nc2ccc(Cl)cc2)n1-c1ccc(F)cc1,11%
N=C(N)C(N=Nc1ccccc1)C(=N)N (configuration not stated),-3%[5.75 µM]
C[C@@]12CCC(=O)C=C1CC[C@@H]1[C@@H]2[C@H](O)C[C@]2(C)[C@@H]1CC[C@]2(O)C(=O)COC(=O)CCC(=O)O,-4%
Cn1c(=O)c2c(SCc3cccnc3)nc(C3CC3)nc2n(C)c1=O,13%
CCOC(=O)C1CCCCN1Cc1ccc(OC)c(OC)c1OC (configuration not stated),-3%
O=C(c1ccc(CS(=O)(=O)c2ccccc2)o1)N1CCC2(CC1)OCCO2,-1%
CCOC(=O)c1ccc(N2C(=O)c3n[nH]c(C)c3C2c2ccc(O)cc2)cc1 (configuration not stated),-2%
N#Cc1nc(-c2ccc(Cl)cc2)oc1NCc1cccc2c1OCO2,-7%
COC(=O)c1sc(NC(=O)c2cnccn2)c(C(=O)OC)c1C,-3%
CCSc1nc2c(c(=O)n1Cc1ccccc1)SC(C)C2 (configuration not stated),25%
CCN1C(=O)C2(Nc3ccccc3-c3nc4ccccc4n32)c2cc(OC)ccc21 (configuration not stated),0%
CCOC(=O)CC(SP(=O)(OC)OC)C(=O)OCC (configuration not stated),22%
CCN1CCN(CC(=O)Nc2ccc3c(c2)OCCO3)C(=O)C1=O,8%
O=S(=O)(NCc1ccco1)c1cccc(S(=O)(=O)N2CCCCC2)c1,-2%
COc1ccccc1NC(=O)CSCC(N)=O,2%
Cn1c(=O)c(-c2ccccc2)nc2cncnc21,0%
COc1ccccc1NC(=O)N1CCCC(C(=O)Nc2cccc(C)c2C)C1 (configuration not stated),15%
COc1cccc(C2NC(C)(C(=O)O)C3C(=O)N(C(C)C)C(=O)C23)c1O (configuration not stated),8%
c1cnc2c(OCc3nc4ccccc4[nH]3)cccc2c1,-3%
Nc1ncc(Br)cc1S(=O)(=O)NCCC(=O)N1CCN(c2ncccn2)CC1,2%
Cc1cc(C(=O)N2CCN(Cc3ccc4c(c3)OCO4)CC2)on1,5%
O=C(c1csnn1)N1CCC2(CC1)CCN(c1ccccc1)CC2,1%
COc1ccccc1N1CCN(C/C(C)=C/c2ccccc2)CC1,2%
CCNCCNC(=O)c1c(O)c2c([nH]c1=O)CCCC2,1%
Cc1ccc(OCC(O)CN2C(=O)NC(C)(C)C2=O)cc1C (configuration not stated),13%
CCCCNC(=O)CCCCCNS(=O)(=O)c1ccc(OC)cc1,-1%
OCCN(CCO)c1ncnc2nc[nH]c12,-1%[5.75 µM]
CC(=O)c1ccc(NC2OC(CO)C(O)C(O)C2O)cc1 (configuration not stated),14%
COc1cccc(CNc2nn[nH]n2)c1OC,-4%

Next structures.
Compound,AmpC det inh
O=C(CCn1c(=S)[nH]c2ccccc2c1=O)NCCCN1CCCC1=O,0%
COc1cc(NC(=O)CCc2ccccc2)nc(OC)n1,-2%
CN1CCN(c2nc3c(c(=O)[nH]c(=O)n3C)n2Cc2cccc3ccccc23)CC1,1%
CCOC(=O)C1CCCN(S(=O)(=O)Cc2ccccc2)C1 (configuration not stated),3%
CCCCc1c(O)nc(SCC(=O)N2CCCCC2)n(-c2ccccc2C)c1=O,-2%
CCOC(=O)CSc1nnc2n1C(C)(C)Cc1ccccc1-2,-2%
Cc1ccc(C)c(NC(=O)CSc2nc3c(c(=O)n2C)SC(C)C3)c1 (configuration not stated),11%
CCCCN1C(=O)c2ccccc2C1C(=O)NC1CCCC1 (configuration not stated),-2%
Cc1cccnc1NCc1ccc(O)c2ncccc12,-3%
Cc1cccc(C(=O)NCc2nnc(SCC(=O)N3CCN(c4ccccc4)CC3)n2C)c1,-3%
N#Cc1nc(-c2ccccc2F)oc1NC1CCCCC1,11%
COC(=O)C1=C(CSc2nc3ccccc3o2)NC(=O)NC1c1cc(C)ccc1C (configuration not stated),-5%
O=C1OC(c2ccc(Br)cc2)=N/C1=C\N1CCCCC1,-2%
O=C(Nc1nccs1)c1cccc(S(=O)(=O)N2CCOCC2)c1,2%
Cc1sc(NC(=O)c2ccc(Cl)s2)c(C(N)=O)c1C,-6%
O=C(NCCCN1CCN(CCCNC(=O)c2ccccc2F)CC1)c1ccccc1F,-4%
COc1ccc(-c2nnn(CC(=O)N(CC(=O)NC3CCCC3)c3cccc(C)c3)n2)cc1OC,-5%
CCN(CC)S(=O)(=O)c1ccc(NC(=O)c2c(-c3ccccc3)noc2C)cc1,7%
O=[N+]([O-])c1ccc2nc(N3CCNCC3)ccc2c1,-7%
O=c1[nH]c(=O)n(C2CCCCCC2)c(O)c1C=NCC1CCCO1 (configuration not stated),-2%
Cc1ccc(C)c(S(=O)(=O)NCc2cccnc2)c1,-3%
COc1cccc(CNC(=O)CCS(=O)(=O)c2cccc3nonc23)c1,2%
CN1C(=O)N(C)C(=O)C2(Cc3c(nc4ccccn4c3=O)N3CCC(Cc4ccccc4)CC32)C1=O (configuration not stated),-2%
CCCCN(CC)CCCNC(=O)CC1Oc2ccccc2NC1=O (configuration not stated),-4%
COc1cccc(NC(=O)c2oc3ccccc3c2NC(=O)C(C)(C)C)c1,5%
CC[N@+]1(C)CCC[C@@H](OC(=O)C(O)(c2ccccc2)c2ccccc2)C1,0%[12.8 µM]
O=[N+]([O-])c1cc(Cl)cc2c1nc(NCCO)c1ccccc12,-3%[5.75 µM]
CN(C)C(=O)CN(c1ccc(F)c(Cl)c1)S(C)(=O)=O,-1%
O=C(c1ccc(S(=O)(=O)N2CCCCC2)cc1)N1CCN(c2ccccc2)CC1,1%
CC(=O)N1CCN(CCN=CC2=C(O)CC(C)(C)CC2=O)CC1,-2%

Brought forward from above: 6 compounds; new compounds follow.
Compound,AmpC det inh
COc1cccc(NC(=O)c2oc3ccccc3c2NC(=O)C(C)(C)C)c1,5%
CC[N@+]1(C)CCC[C@@H](OC(=O)C(O)(c2ccccc2)c2ccccc2)C1,0%[12.8 µM]
O=[N+]([O-])c1cc(Cl)cc2c1nc(NCCO)c1ccccc12,-3%[5.75 µM]
CN(C)C(=O)CN(c1ccc(F)c(Cl)c1)S(C)(=O)=O,-1%
O=C(c1ccc(S(=O)(=O)N2CCCCC2)cc1)N1CCN(c2ccccc2)CC1,1%
CC(=O)N1CCN(CCN=CC2=C(O)CC(C)(C)CC2=O)CC1,-2%
O=C1CC(N2CCOCC2)C(=O)N1c1ccc2c(c1)OCO2 (configuration not stated),-3%
CCCC[C@@H]1C[C@H]1C(NC(=O)c1ccccc1)c1ccc(Cl)cc1 (some centres not stated),0%
CCn1c2ccccc2c2cc(NC(=O)COC(=O)Cc3cn4ccsc4n3)ccc21,-2%
CC(=O)NCCNc1nc(-c2ccc3c(c2)OCO3)nc2ccccc12,8%
COc1ccccc1NC(=O)c1nnn(Cc2ccccc2)c1NC(C)=O,-4%
Cc1ccc(SCCC(=O)N2CCOCC2)cc1,-2%
N#CC1=C2Sc3ccccc3N2CCCC1=O,1%
C[C@@H]1O[C@@H](n2cc(F)c(=O)[nH]c2=O)[C@H](O)[C@@H]1O,-4%
CCOC(=O)CC(=O)CSc1ncnc2c1cnn2-c1ccccc1,-1%
CC(=O)N1CCN(c2ccc(Oc3ncnc4sccc34)cc2)CC1,-2%
CC1=NCCN1S(=O)(=O)c1cc(Cl)ccc1Cl,-5%
O=C(CN(C(=O)CSc1nnc(COc2ccccc2)o1)c1ccc(F)cc1)NC1CCCC1,7%
Cc1ccc2oc(=O)cc(CN3CCOCC3)c2c1,0%
O=C1c2ccccc2C(Nc2ccc(F)c(Cl)c2)N1Cc1ccco1 (configuration not stated),9%
COC(=O)CCC(=O)c1oc2ccccc2c1N,8%
Cc1nc2c(OCc3ccccc3)cccn2c1CC#N,1%&0%
Cc1ccccc1-c1nc(CS(=O)CC(=O)NCCN2CCOCC2)c(C)o1 (configuration not stated),15%
CCN(CC(=O)NCc1cccs1)c1nnnn1-c1ccccc1,17%
CCOC(=O)C(NCc1ccccc1OC)(NC(C)=O)C(F)(F)F (configuration not stated),15%
Cc1cc(C)n2ncc(C(=O)Nc3ccc4c(c3)OCO4)c2n1,-4%
Cn1c(C(=O)NCCCN2CCOCC2)cc2c(=O)n(C)c3ccccc3c21,8%
CC(C)CCn1cnc2c(cnn2-c2ccc(F)cc2)c1=O,9%
O=C1C2ON(c3ccccc3)C(c3ccncc3)C2C(=O)N1c1ccc(N2CCOCC2)cc1 (configuration not stated),10%
O=C(c1ccco1)[C@@H]1[C@@H]2C(=O)N(c3ccccc3)C(=O)[C@@H]2C2c3ccccc3C=CN21 (some centres not stated),10%
COc1ccc(N(CC(=O)Nc2cccc(C)c2)S(=O)(=O)c2c(C)n[nH]c2C)cc1,-5%
COC(=O)c1ccc(CSc2nnc(CNC(=O)c3ccccc3F)o2)o1,-3%
CCN(CC)CCCN1C(=O)C(=O)/C(=C(/O)c2ccc3c(c2)OCCO3)C1c1ccc(C)o1 (configuration not stated),1%
O=C(CSc1nnc(-c2ccncc2)n1C1CCCCC1)Nc1ccccc1,15%
CC(=O)c1cc(F)c(N2CCN(C(=O)c3ccco3)CC2)cc1C,-7%
Cc1ccc(NC(=O)C2CCN(S(=O)(=O)c3cccc4nonc34)CC2)nc1,10%
CCOc1ccc2[nH]c(=O)c(CN(Cc3cccnc3)C(=O)Nc3ccccc3OC)cc2c1,-2%
O=C1CCc2cc(S(=O)(=O)N3CCC(C(=O)NC4CCCC4)CC3)ccc2N1,13%
CC(C)OC(=O)CSc1nnc(-c2cnccn2)n1Cc1ccco1,-1%

High-throughput results: PubChem, National Center for Advancing Translational Sciences (NCATS)

The list is partial (hit frequency here may not be typical).
